RAD54 inh: inhibitors of human RAD54 branch migration. Q92698. RAD54 Holliday junction branch migration, FAM/BHQ fluorescence. inhibition, % at 10.4 µM. 0.14% of 360,000 active. AID 602329;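 active = mean normalized replicate activity at least 40 and at least half of replicates scoring 40 or more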;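 also: 0% = median of neutral control wells and 100% = median of positive control wells; inhibitors cause a drop in the FAM fluorescence signal; in these data hits start at about 50%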
E-sel inducer: E-selectin induction on HUVECs. 0.37% of 260,000 active. activation, % at 7.58 µM. HUVEC E-selectin immunofluorescence imaging; normalized: neutral wells 0, TNF-alpha wells 100. P16581;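 active = mean E-selectin-positive cell signal at least 10% of the positive control, reached in at least 60% of replicates, without over 20% cell loss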;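 also: in these data hits start at about 27%; measured in HUVEC primary endothelial cells; signal is the percent of cells scored E-selectin positive by PE staining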
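Assay system: HUVEC, human umbilical vein endothelial cells / Amount: 3,000 HUVEC/well / Controls: TNF-alpha positive control, DMSO neutral control / Compound dosing: single concentration / Medium: EGM-2 over gelatin coat / Evaluation: percent E-selectin-positive cells / Signal: immunofluorescence imaging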
XiGFP reactiv: X-chromosome reactivation activator; XiGFP mouse fibroblasts, % GFP-positive cells imaging, 3 d; cells co-treated with 5-aza-dC sensitizer; scaled so ellipticine positive control = 100%; activation, % at 7.58 µM; 0.055% of 360,000 active;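 active = mean normalized replicate activation at least 10% and every replicate at or above 10%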;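 also: 0% = median of on-plate neutral control wells and 100% = ellipticine 6 µM median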
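Material: XiGFP fibroblasts, SV40-immortalized; Buffer or medium: DMEM containing 5-aza-dC; Compound dosing: single point; Times: 3 days compound exposure.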
RAD52 inh: RAD52 (human) annealing inhibition. recombinant RAD52 DNA annealing, FRET fluorescence. 0.46% of 360,000 active. inhibition, % at 18.7 µM;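 active = every replicate showing at least 50% inhibition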
Target sequence (P43351 whole entry, looked up): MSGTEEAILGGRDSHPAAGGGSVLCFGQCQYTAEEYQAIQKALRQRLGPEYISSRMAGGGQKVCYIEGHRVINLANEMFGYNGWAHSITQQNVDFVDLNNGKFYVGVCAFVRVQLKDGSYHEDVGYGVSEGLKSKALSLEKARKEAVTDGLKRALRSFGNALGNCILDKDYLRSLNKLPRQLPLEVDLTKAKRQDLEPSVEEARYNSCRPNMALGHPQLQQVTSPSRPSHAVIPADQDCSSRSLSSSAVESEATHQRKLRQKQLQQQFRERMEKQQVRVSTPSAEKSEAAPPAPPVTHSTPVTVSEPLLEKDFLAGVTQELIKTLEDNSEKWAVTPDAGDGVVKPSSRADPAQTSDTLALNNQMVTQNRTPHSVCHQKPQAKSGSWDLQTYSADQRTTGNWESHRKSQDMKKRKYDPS
S100A4 MyoIIA: inhibitors of human S100A4 binding to myosin IIA peptide | S100A4/TAMRA-MyoIIA peptide fluorescence polarization | inhibition, % at 10.7 µM | 0.14% of 360,000 active | AID 652163;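 active = mean inhibition of at least 70% across replicates, with every replicate also reaching that level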
Target sequence (P26447 whole entry, looked up): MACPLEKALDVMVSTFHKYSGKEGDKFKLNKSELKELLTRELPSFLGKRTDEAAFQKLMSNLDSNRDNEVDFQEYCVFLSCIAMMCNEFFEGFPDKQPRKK
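Material: human S100A4 monomer with TAMRA-labelled myosin IIA peptide; buffer or medium: HEPES pH 7.2 with CaCl2, KCl, NaCl, DTT, Triton; compound dosing: one concentration per compound; schedule: 5 min incubation before reading; benchmarks: neutral control DMSO, positive control TFP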
FN deposition inh: fibronectin deposition inhibition | AH1F fibroblasts, Alexa488-fibronectin deposition fluorescence, overnight | inhibition, % at 12.6 µM | 0.086% of 350,000 active;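 active = mean inhibition across replicates of 30% or more, regardless of how many single replicates reach that level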;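 also: positive control wells lacked labelled fibronectin entirely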
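Assay system: AH1F fibroblasts assembling fluorescent fibronectin matrix; Amount: 10000 AH1F cells per well; Buffer or medium: DMEM, 2% serum; Probe or stimulus: Alexa488-fibronectin, 24 nM final in well; Doses: single compound dose, delivered by pin transfer; Incubation: 1 h adhesion, overnight exposure; Measured by: fluorescence 485/525 nm; Read-out: fibronectin deposition inhibition.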
esBAF inh: blocks esBAF chromatin remodeling in mouse ES cells | reporter increase, % at 12.5 µM | AID 602393 | 2% of 350,000 active | Bmi1-luciferase knock-in reporter, 24 h; 100% = twice the neutral-well signal; in the data active = activation above about 40%;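 also: 0% = median of the plate's neutral control wells and 100% = double that signal; a rise in the Bmi1 reporter signal indicates esBAF inhibition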
EWS-Fli inh: EWS/Fli transcriptional activity inhibition | A673 NR0B1-luciferase reporter, viability-normalised | inhibition, % at 12.6 µM | 0.67% of 350,000 active;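 active = mean inhibition of at least 50% after viability correction, with every replicate also passing that limit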;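 also: firefly luciferase signal divided by Alamar Blue viability fluorescence both relative to DMSO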
* marks the source's active call; other numbers are inactive results; x = not tested or not shown; & = joins results of further samples.

smiles,RAD54 inh,E-sel inducer,XiGFP reactiv,RAD52 inh,S100A4 MyoIIA,FN deposition inh,esBAF inh,EWS-Fli inh
O=C(CSc1nnc(CNC(=O)c2cccc(C(F)(F)F)c2)o1)NC1CCCC1,6.2,-0.1,-0.2,-6.3,-0.4,4.4,0.4,4.7
Cc1cc2nc(C)c3c(n2n1)CCC3,x,x,0.0,-12.6,-4.1,x,x,7.3
CCOC(=O)/C=C/c1ccccc1S(=O)(=O)NC(C)(C)C,-4.6,-0.1,0.0,-18.3,0.5,-17.3,2.4,2.4
COC(=O)N/N=C/c1cn(CCOc2ccccc2)c2ccccc12,-2.6,x,0.2,-12.4,-4.5,-9.7,x,-50.0
COc1ccc(CCNC(=O)CCS(=O)(=O)c2ccc3c(c2)NC(=O)CS3)cc1OC,-20.0,0.2,0.0,-24.0,2.1,-9.6,-0.9,x
CNC[C@H]1Oc2cc(C#CC3CCCC3)ccc2S(=O)(=O)N([C@H](C)CO)C[C@@H]1C,-2.4,0.8,-0.1,29.5,-6.4,1.7,2.4,3.9
Nc1[nH]c(C(=O)c2ccccc2)c(-c2ccncc2)c1C(=O)NCCc1c[nH]c2ccccc12,x,-0.1,0.0,-5.4,-8.0,7.4,x,-17.0
Cc1cc(C)cc(C(O)c2ncc(-c3ccccc3F)[nH]2)c1 (configuration not stated),-3.8,-0.4,0.0,-10.3,2.1,-6.3,-3.5,-0.1
O=C(N/C(=C/c1ccc([N+](=O)[O-])cc1)C(=O)N1CCOCC1)c1ccco1,-8.8,-0.1,0.0,-4.4,-1.1,-7.5,-5.1,-8.8
C[C@H](CO)N1C[C@H](C)[C@@H](CN(C)Cc2ccc(-c3ccccc3)cc2)Oc2ccc(NC(=O)NC3CCCCC3)cc2CC1=O,6.8,0.8,0.3,38.7,-7.2,x,-1.3,11.1
CCOC(=O)c1n[nH]c(=O)c2ccccc12,1.6,x,0.0,-0.6,-4.6,6.8,x,11.1
C[C@H]1CN([C@@H](C)CO)C(=O)Cc2cc(NS(=O)(=O)c3ccc(Cl)cc3)ccc2O[C@@H]1CN(C)Cc1ccc(-c2ccccc2)cc1,x,1.2,0.3,x,x,x,6.3,1.1
CN(C)S(=O)(=O)c1ccc(NC(=S)NC(=O)Cc2ccccc2)cc1,x,x,0.0,0.6,-1.8,x,x,3.7
CC(C)(C)CN1C(N)=NC[C@@H]1Cc1ccc(O)cc1,4.4,0.1,0.0,-7.3,-1.8,-0.8,-2.9,-1.8
CC(C)C(C)(C#N)NC(=O)CSc1nc2scc(-c3ccccc3)c2c(=O)[nH]1 (configuration not stated),4.1,x,0.1,-29.5,-1.6,-1.9,x,0.5
C[C@@H]1CCCCO[C@@H](CN(C)Cc2ccc(C(F)(F)F)cc2)[C@@H](C)CN([C@H](C)CO)C(=O)c2cc(NS(=O)(=O)c3cn(C)cn3)ccc2O1,-3.8,0.3,-1.1,2.7,-0.1,x,-0.9,-8.4
Cc1nn(CC(=O)N(C)C)c(C)c1S(=O)(=O)N1CCOCC1,0.6,-0.4,-0.1,0.6,-9.7,1.1,1.3,1.7
CCCCC1=CC2=CC(=O)C(C)(OC(=O)CC)C(=O)C2=CN1Cc1ccccc1 (configuration not stated),-3.0,0.0,0.1,-10.2,-3.4,-10.8,3.6,7.4
CNC(=O)C[C@H]1CC[C@H]2[C@H](COc3ccc(NC(=O)Nc4ccc(F)c(F)c4)cc3C(=O)N2C)O1,3.9,-0.1,0.2,7.4,18.7,x,8.5,-3.6
CO[C@@H]1CN(C)C(=O)c2ccc(NS(C)(=O)=O)cc2OC[C@H](C)N(C(=O)C2CC2)C[C@@H]1C,2.6,0.1,0.1,-0.8,-0.5,6.7,-1.2,-0.5
CSc1ccc(-c2ccc3c(c2)c(Sc2ccccc2)c(-c2ccccc2)n3C)cc1,x,0.1,-0.1,-14.3,-6.9,-37.4,x,4.5
CC(C)c1ccc(N(C(=O)c2snc(C(N)=O)c2N)C(C(=O)NCC2CCCO2)c2ccc(N(C)C)cc2)cc1 (configuration not stated),4.8,-0.2,0.1,15.7,-13.6,-5.6,x,6.8
CCN1[C@@H]2Cn3c(ccc(-c4ccccc4F)c3=O)[C@H]1[C@@H](C(=O)N1CCCCC1)[C@@H]2CO,-6.3,0.0,0.0,-10.2,1.2,x,0.4,-4.6
COC(=O)[C@]12C[C@H](CC(=O)NCC3CCCCC3)C(=O)N(Cc3ccc4c(c3)OCO4)C1=C[C@H](C(C)(C)C)O[C@@H]2C,x,0.0,0.1,-10.7,7.8,2.1,x,10.5
O=C(NCC1CCCO1)c1ccccc1NS(=O)(=O)c1cccs1 (configuration not stated),-4.2,-0.1,0.0,-10.7,-5.2,0.6,0.8,-11.8
O=C(CCCc1cccs1)NCCc1c[nH]c2ccccc12,1.2,0.3,0.0,-18.1,-2.7,5.6,-0.1,12.5
COc1ccc(NC(=O)C2CCN(S(=O)(=O)c3cccs3)CC2)cc1OC,9.6,-0.1,0.2,14.4,-1.2,11.1,2.1,1.6
CC(=O)N1N=C(c2cccc(O)c2)CC1c1cccs1 (configuration not stated),-13.8,x,0.0,-2.7,1.2,14.3,12.1,-1.7
CCn1cc(C(=O)NCCCN2CC(C)CC(C)C2)c(=O)c2cc(S(=O)(=O)N(C)C)ccc21 (configuration not stated),-10.9,-0.3,-0.1,-10.3,-4.6,-7.5,9.9,3.0
COc1cccc(NC(=O)c2ccc3nc(C)c(N(C)Cc4ccc(NC(C)=O)cc4)n3c2)c1,11.5,0.1,-0.1,-7.2,-3.2,x,-1.4,-12.4
Cc1noc(C)c1NC(=O)N(C)C[C@@H]1Oc2ncc(/C=C/c3ccccc3)cc2C(=O)N([C@H](C)CO)C[C@@H]1C,5.5,-0.1,-1.4,-1.2,-25.7,x,2.3,-7.6
Cc1ccc(S(=O)(=O)Nc2ccc3c(c2)C(=O)N([C@H](C)CO)C[C@@H](C)[C@H](CN(C)S(=O)(=O)c2ccc(C)cc2)OCCCC[C@H](C)O3)cc1,-4.1,-0.2,0.3,-16.9,3.4,5.9,2.1,9.2
C[C@@H]1C[C@H]2[C@@H]3CCC4=CC(=O)C=C[C@]4(C)[C@@]3(F)[C@@H](O)C[C@]2(C)[C@@]1(O)C(=O)CO,-12.0&-13.5,-2.1,-0.1,-4.4,14.3,-10.4,3.3&-4.8,5.6
COc1ccc(NC(=O)N(C)C[C@@H]2OCCCC[C@@H](C)Oc3ccc(N(C)C)cc3C(=O)N([C@@H](C)CO)C[C@@H]2C)cc1,-6.4,0.2,-1.2,0.7,-2.6,x,5.4,-9.3
COc1ccc(CN2CCc3ccc(NC(=O)CCc4ccccc4OC)cc3C2)c(O)c1,-0.4,x,0.3,-26.7,5.4,-2.1,-4.7,9.2
O=C(C[C@@H]1C[C@@H]2c3cc(NC(=O)C4CCOCC4)ccc3O[C@@H]2[C@H](CO)O1)NCC1CC1,3.2,-0.1,0.0,-5.4,15.6,-4.9,2.4,-0.7
CNS(=O)(=O)c1cccc(C(=O)OCC(=O)N(Cc2ccccc2)C(C)(C)C)c1,1.6,11.7,0.0,11.8,23.9,8.4,-0.1,-13.1
CO[C@H]1CN(C)C(=O)c2ccc(NC(=O)C3CCCCC3)cc2OC[C@H](C)N(Cc2nccs2)C[C@@H]1C,8.7,0.0,-0.1,1.4,7.1,15.0,7.0,0.1
CCOC(=O)c1sc(-c2cccs2)nc1C,x,x,-0.1,-1.4,-0.3,x,x,-2.2
Cc1ccc2cccnc2c1N,-12.8,-3.1,0.0,-5.9,-1.6,-2.2,5.1,6.3
N#Cc1ccc(NC2c3ccccc3CC2O)cc1 (configuration not stated),-7.4,-0.1,0.0,-1.6,-4.2,-0.4,-5.9,-0.5
COc1ccc2c3c([nH]c2c1)[C@H](CO)N(S(C)(=O)=O)CC31CN(C(=O)c2cccnc2)C1,x,2.8,0.0,4.8,0.1,x,x,8.7
O=C(C[C@@H]1C=C[C@@H](NC(=O)Nc2cccc(F)c2)[C@H](CO)O1)NCC1CC1,5.9,-0.1,0.3,3.6,8.4,0.6,0.3,-3.3
O=S(=O)(NCCOc1ccccc1F)c1cccc(Br)c1,x,-0.3,0.0,-16.1,-3.2,2.4,-3.3,3.8
CNc1nc(N(C)C)nc(N(C)C)n1,0.8,0.0,-0.1,-7.5,-8.5,-9.3,-11.4,-3.1
C=C(C)[C@H]1CC=C(C)C(=O)C1,1.9,x,x,-4.8,-2.8,x,-2.4,-3.7
COc1cc(NC(=S)NCCc2ccccc2)c(OC)cc1NC(=O)CC(C)C,x,1.3,0.1,7.6,-4.6,-1.8,x,1.2
Cc1nnc(SCC(=O)N2CCCC2)n(N)c1=O,x,x,0.1,0.5,3.7,-8.0,x,7.7
C[C@H](CO)N1C[C@H](C)[C@@H](CN(C)CC2CC2)Oc2c(NC(=O)Nc3ccc(C(F)(F)F)cc3)cccc2C1=O,-8.5,-9.7,0.2,6.3,-0.3,x,-3.4,-2.7
O=c1c(-c2ccc(Br)cc2)[n+]([O-])c2ccccc2n1OCc1ccccn1,-2.3,x,0.0,-11.1,-4.3,4.8,-1.7,1.2

Looked up by structure from the list above:
smiles,RAD54 inh,E-sel inducer,XiGFP reactiv,RAD52 inh,S100A4 MyoIIA,FN deposition inh,esBAF inh,EWS-Fli inh
COc1cc(NC(=S)NCCc2ccccc2)c(OC)cc1NC(=O)CC(C)C,x,1.3,0.1,7.6,-4.6,-1.8,x,1.2
O=c1c(-c2ccc(Br)cc2)[n+]([O-])c2ccccc2n1OCc1ccccn1,-2.3,x,0.0,-11.1,-4.3,4.8,-1.7,1.2

Other entries
smiles,RAD54 inh,E-sel inducer,XiGFP reactiv,RAD52 inh,S100A4 MyoIIA,FN deposition inh,esBAF inh,EWS-Fli inh
C/C(CC(C)C)=N\Oc1nc(C)cc(C)n1,-1.4,-1.2,-0.1,3.8,-0.3,-10.9,0.6,7.5
CCN(CC)CCCN1C=C2C(=O)C(C)(OC(=O)CCC(=O)OC)C(=O)C(Br)=C2C=C1c1ccc(OC)cc1 (configuration not stated),-34.3,-0.1,0.0,-74.5,4.7,12.8,1.1,-11.7
C[C@H](CO)N1C[C@H](C)[C@H](CN(C)S(=O)(=O)c2cn(C)cn2)Oc2ncc(C3=CCCC3)cc2C1=O,-0.6,-0.2,-0.1,4.8,0.0,1.2,-4.3,0.6
CCCCCSc1nnc(-c2ccccc2N)c(=O)[nH]1,x,-1.7,0.3,-39.7,-2.3,5.5,x,11.2
C=CCn1cccc(C(=O)Nc2ccc(SC)cc2)c1=O,12.4,0.0,0.2,-9.9,-4.0,2.1,54.9*,-102.4
O=[N+]([O-])c1ccc(N/N=C/c2cccc(O)c2O)c(S(=O)(=O)N2CCOCC2)c1,x,-3.6,1.7,-10.6,-0.3,3.5,-6.5,15.5
O=C(NC(=S)Nc1ccccc1N1CCN(C(=O)c2ccccc2)CC1)c1cccs1,x,3.9,0.0,-10.1,14.2,-9.1,-4.2,9.7
O=C(O)c1ccc2c(c1)C(=O)N(CCc1c[nH]c3ccccc13)C2=O,-2.9,-0.1,0.0,2.1,-15.4,-7.8,46.6*,-58.2

Bioassay records: PubChem BioAssay, Broad Institute
